Anthrax LF prot: blocks Bacillus anthracis lethal factor protease; P15917; multiplex microsphere protease cleavage assay, LF; inhibition, % at 10 µM; 360,000 compounds, 0.12% hits; note: plate controls were buffer without enzyme for full effect and enzyme alone for no effect
Target sequence (P15917 whole entry, looked up): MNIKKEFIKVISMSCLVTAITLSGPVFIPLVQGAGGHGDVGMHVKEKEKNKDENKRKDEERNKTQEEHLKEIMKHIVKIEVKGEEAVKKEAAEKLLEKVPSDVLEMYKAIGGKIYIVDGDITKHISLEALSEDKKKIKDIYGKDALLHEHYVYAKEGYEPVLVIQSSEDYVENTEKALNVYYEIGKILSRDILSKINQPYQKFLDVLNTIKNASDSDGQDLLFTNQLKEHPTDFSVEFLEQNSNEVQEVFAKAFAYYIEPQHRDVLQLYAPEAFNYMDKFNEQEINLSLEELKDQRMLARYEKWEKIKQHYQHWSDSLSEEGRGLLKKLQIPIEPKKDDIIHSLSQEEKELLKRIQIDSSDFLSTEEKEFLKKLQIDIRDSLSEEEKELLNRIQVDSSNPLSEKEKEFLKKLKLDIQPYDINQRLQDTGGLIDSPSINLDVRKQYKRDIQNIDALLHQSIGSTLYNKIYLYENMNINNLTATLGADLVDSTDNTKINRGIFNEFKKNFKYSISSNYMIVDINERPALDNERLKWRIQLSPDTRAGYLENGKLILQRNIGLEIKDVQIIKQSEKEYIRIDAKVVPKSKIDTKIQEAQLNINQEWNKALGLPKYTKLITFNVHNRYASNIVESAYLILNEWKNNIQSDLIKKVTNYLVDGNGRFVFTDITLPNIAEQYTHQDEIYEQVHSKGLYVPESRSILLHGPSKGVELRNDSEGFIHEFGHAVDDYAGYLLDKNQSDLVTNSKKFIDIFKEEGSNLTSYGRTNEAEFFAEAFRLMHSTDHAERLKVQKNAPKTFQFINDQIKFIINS
BoNT A protease: blocks Botulinum neurotoxin A light chain protease | AID 588499 | multiplex microsphere protease substrate cleavage, flow cytometry | inhibition, % at 10 µM | 360,000 compounds, 0.17% hits; note: plate controls were buffer without enzyme for full effect and enzyme alone for no effect
PfHsp40 yeast: rescue of PfHsp40-mediated yeast toxicity. S. cerevisiae expressing PfHsp40, growth rescue, ATP luminescence. growth rescue, % at 12.5 µM. 340,000 compounds, 0.68% hits. AID 504582; in the data active = growth rescue above about 28%, passing the limit was not always enough; inconclusive = no clear call, values can overlap the other calls;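 note: yeast W303a lacking pdr1 and pdr3 grown in galactose medium; growth measured after three days at 30 °C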
TcdB GH inh: blocks C. difficile toxin B glycohydrolase activity | TcdB glycohydrolase enzymatic assay, plate reader | inhibition, % at 9.99 µM | 350,000 compounds, 0.24% hits; in the data active = inhibition above about 10%
SARS 3CLpro inh: SARS-CoV 3CLpro protease inhibition | inhibition, % at 6 µM | 290,000 compounds, 0.14% hits | recombinant SARS-CoV 3CLpro, quenched FRET peptide cleavage; in the data active = inhibition above about 12%
Vc quorum ag: induces V. cholerae light production without autoinducers | V. cholerae BH1578 lux reporter, luminescence, 6 h | activation, % at 18.7 µM | 350,000 compounds, 0.16% hits | AID 588436; in the data active = activation mostly above about 9.7%, no sharp cut-off; inconclusive = no clear call, values can overlap the other calls; inactive = mostly below about 3.7%; note: not every result past the cut was called active; inactives centre near 0; reference of the scale not given here
PrPC surface inh: reduces human prion protein on the cell surface | 370,000 compounds, 0.43% hits | inhibition, % at 13.8 µM | P04156 | cell surface PrPC, TR-FRET read-out; in the data active = inhibition above about 24%; note: 0% = median of the test wells and 100% = reference compound wells
Y pestis TopoI: inhibitors of Yersinia pestis topoisomerase I; activity, % at 10 µM; Y. pestis Topo-I cleavage product accumulation, plate reader; 360,000 compounds, 0.064% hits; in the data active = activity above about 50%, passing the limit was not always enough; inconclusive = no clear call, values can overlap the other calls; note: inactives centre near 2
PriA SSB inh: inhibitors of Klebsiella pneumoniae PriA binding to SSB C-terminal tail. inhibition, % at 33 µM. 430,000 compounds, 0.6% hits. AlphaScreen SSBct-PriA binding, biotinylated peptide. AID 1272365; in the data active = inhibition mostly above about 37%, no sharp cut-off; inactive = mostly below about 20%;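 note: plate controls were negative control peptide for no effect and reference peptide for full effect; strong numbers were not always called active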
An asterisk follows results filed as active; i = inactive; ? = inconclusive; . = not tested or not shown; & = joins results of further samples. Cut-off read from the data, not from the text of the source, unless noted: active = inhibition above about 30%; inconclusive = no clear call, values can overlap the other calls; inactive = below that. These rows are one share of the data. The share of hits here may be higher or lower than overall.

SMILES | Anthrax LF prot | BoNT A protease | PfHsp40 yeast | TcdB GH inh | SARS 3CLpro inh | Vc quorum ag | PrPC surface inh | Y pestis TopoI | PriA SSB inh
Cc1cc2nc(/C=C/c3cccnc3)[nH]c2cc1C | -12 | 9.2 | -0.2 | 2.0 | 3 | -0.6 | -1 | -5 | -20
CN(C(=O)COc1ncnc2c1cnn2-c1ccccc1)C1CCCCC1 | 3 | -0.3 | 1.4 | -1.2 | -3 | -6.4 | -5 | 4 | -2
CN(C)S(=O)(=O)c1cc(NC(=O)c2ccc(-n3ccnc3)c([N+](=O)[O-])c2)ccc1Cl | -2 | -0.1 | 0.5 | -0.6 | 1 | 0.0 | -18 | -5 | 7
Cc1ccc2nc(N3CC(C)OC(C)C3)nc(-c3ccccc3)c2c1 (stereo unspecified) | 4 | 10 | 0.1 | 1.3 | 2 | -0.4 | 4 | -4 | -39
CCN1CCN(CCNC(=O)c2ccc(CS(=O)(=O)c3c(Cl)cccc3Cl)o2)CC1 | -1 | -0.6 | -1.3 | 1.1 | 1 | -0.4 | -3 | -2 | 5
CC(C)CNC(=O)COc1ncnc2ccccc12 | -5 | -1.1 | -0.6 | . | 2 | 0.7 | 0 | -10 | -9
S=c1[nH]nc(-c2ccc(Br)cc2)n1Cc1ccco1 | 0 | 0.1 | 0.7 | . | 3 | -0.3 | 2 | -4 | 17
Cc1ccc(CS(=O)(=O)CC(C)(O)c2ccccc2)cc1 (stereo unspecified) | 20 | -1.2 | 1.3 | -0.3 | -4 | i | 3 | 0 | -12
O=[N+]([O-])c1cc(-c2nc(-c3ccncc3)no2)cc([N+](=O)[O-])c1 | 1 | -0.2 | 0.9 | . | 4 | -0.1 | -11 | 1 | 9
CC1(C(=O)O)CCC2(C)CCC3(C)C(=CC(=O)C4C5(C)CCC(=O)C(C)(C)C5CCC43C)C2C1 (stereo unspecified) | -4 | 0.5 | . | -0.6 | . | 0.9 | -2 | -2 | .
C[C@]12CC[C@H](O)CC1=CCC1C2CC[C@@]2(C)C1CC[C@@H]2NCc1ccccc1 (stereo partly specified) | 0 | 0.1 | . | 0.8 | . | 1.4 | 2 | 17 | .
Cc1ccsc1/C=N/NC(=S)NCCc1ccccc1 | -1 | -0.1 | 2.2 | 3.5 | 3 | -3.3 | -3 | 13 | .
Cc1cc(SCC(=O)N(C)c2c(N)n(Cc3ccccc3)c(=O)[nH]c2=O)nc2ccccc12 | -6 | 0.4 | -0.6 | 0.0 | 0 | -0.4 | 0 | -11 | -5
COc1ccc(C(=O)NNC(=S)NC(=O)c2ccco2)cc1 | -3 | 0.4 | 4.2 | . | -4 | -1.7 | 6 | 5 | 3
Cc1ccc(/C=N/NC(=O)c2cc3c(s2)CCCC3)o1 | 1 | -0.2 | 1.2 | 0.8 | . | i | 7 | 2 | .
CCC(C)Sc1ccc(-c2nc3cc(C)ccn3c2NC2CCCCC2)cc1 (stereo unspecified) | -8&4 | -4.9&-0.1 | 3.0 | -2.9&-2.3 | . | 1.2 | 12&7 | 17 | 17
Cc1nn(C)cc1S(=O)(=O)Nc1ccc(F)c(F)c1 | -2 | 0.3 | 0.3 | 0.1 | -1 | 0.4 | -4 | -1 | 3
COc1ccc(OC)c(C2C(C#N)=C(N)Oc3cc(N)ccc32)c1 (stereo unspecified) | 6 | 0.9 | -1.2 | . | 3 | -1.2 | 5 | 3 | -19
CC(C)OC(=O)CC(NC(=O)OC(C)(C)C)c1ccccc1 (stereo unspecified) | . | . | . | 0.8 | 1 | . | 2 | . | -6
CC1CCN(S(=O)(=O)c2ccc3c(c2)C(Cl)(Cl)C(=O)N3)CC1 | 4 | 0.2 | . | -12 | . | i | -2 | ? | .
COc1ccccc1-c1coc2c(CN3CCCC(C)C3)c(O)ccc2c1=O (stereo unspecified) | -1 | -2.3 | 0.4 | 0.0 | -5 | 2.6 | -1 | 4 | -6
CNC(=O)c1cc2c(cn1)[nH]c1ccccc12 | -2 | -0.1 | 60* | 2.6 | . | 0.5 | -2 | -3 | -6
CN(Cc1cccs1)C(=O)c1cc(S(=O)(=O)N2CCOCC2)ccc1F | -3 | 0.1 | 1.0 | 0.6 | . | -0.4 | -2 | -6 | -6
CCOC(=O)[C@@H]1[C@H]2COc3cc(OC)ccc3[C@@H]2N2C(=O)N(c3cccc(C)c3)C(=O)[C@]12C | 0 | -0.2 | 65* | 1.0 | . | -0.1 | -6 | -9 | -2
COC(=O)C1=C(C)N(C)C(C)=C(C(=O)OC)C1c1cccc(Br)c1 | -4 | 0.8 | -1.0 | . | 0 | i | -12 | 25 | -19

Some of the entries so far, with values under each structure.
Each structure is followed by: Anthrax LF prot	BoNT A protease	PfHsp40 yeast	TcdB GH inh	SARS 3CLpro inh	Vc quorum ag	PrPC surface inh	Y pestis TopoI	PriA SSB inh
C[C@]12CC[C@H](O)CC1=CCC1C2CC[C@@]2(C)C1CC[C@@H]2NCc1ccccc1 (stereo partly specified)
→ 0	0.1	.	0.8	.	1.4	2	17	.
Cc1ccsc1/C=N/NC(=S)NCCc1ccccc1
→ -1	-0.1	2.2	3.5	3	-3.3	-3	13	.
Cc1cc(SCC(=O)N(C)c2c(N)n(Cc3ccccc3)c(=O)[nH]c2=O)nc2ccccc12
→ -6	0.4	-0.6	0.0	0	-0.4	0	-11	-5
COc1ccc(C(=O)NNC(=S)NC(=O)c2ccco2)cc1
→ -3	0.4	4.2	.	-4	-1.7	6	5	3
Cc1ccc(/C=N/NC(=O)c2cc3c(s2)CCCC3)o1
→ 1	-0.2	1.2	0.8	.	i	7	2	.

Next section:
SMILES | Anthrax LF prot | BoNT A protease | PfHsp40 yeast | TcdB GH inh | SARS 3CLpro inh | Vc quorum ag | PrPC surface inh | Y pestis TopoI | PriA SSB inh
O=C(CC1C(=O)NCCN1C(=O)Nc1ccc(F)cc1)Nc1ccc(F)cc1 (stereo unspecified) | -9 | 1.4 | -0.4 | 1.7 | 4 | i | -3 | 1 | 5
COc1ccc(N=Cc2c(O)n(Cc3cccs3)c(=O)[nH]c2=O)cc1 | 0 | 0.3 | -0.9 | 1.5 | 0 | -0.1 | 3 | 4 | -2
O=c1cc(O)c2c(=O)n(-c3ccccc3)c3c(c2o1)CCCCC3 | -2 | 1.1 | 1.8 | . | -3 | -0.2 | -5 | -7 | -14
CC1CCN(S(=O)(=O)c2ccc3[nH]c(=O)[nH]c3c2)CC1 | -19 | 3.0 | -0.1 | 1.0 | -3 | i | 5 | 4 | -37
Cc1c(-c2ccc(Br)cc2)[n+](=O)c2c(n1[O-])CCCC2 | 0 | -0.6 | -0.3 | 0.7 | 3 | -0.2 | -11 | 4 | -8
Cc1nc(Sc2ccc(Br)cc2)c(C#N)c(C)c1[N+](=O)[O-] | -6 | 1.3 | -0.2 | -0.1 | -4 | 0.9 | 8 | -4 | 5
O=C1OCC/C1=C\c1ccc(O)cc1 | 3 | -1.9 | -0.5 | 21* | 4 | i | -12 | 0 | 3
CCCCCCN1C[C@@H](O)[C@H](n2cc(C3CC3)nn2)C[C@@H]1c1ccc(C)cc1 | -6 | -0.2 | . | 2.2 | . | -0.4 | -9 | 36 | .
Cc1cccc(C(=O)NC(NCCc2ccccc2)C(Cl)(Cl)Cl)c1 (stereo unspecified) | 9 | -0.5 | 1.9 | . | -3 | -2.9 | 6 | -4 | -37
O=C(O)c1cc(S(=O)(=O)N2CCCc3ccccc32)ccc1Cl | 2 | -3.3 | -0.9 | 0.6 | 7 | i | -1 | -1 | 4
Cc1cc(NC(=O)CCC(=O)N(CC(=O)NCC2CCCO2)c2ccccc2C)no1 (stereo unspecified) | 1 | 0.8 | -0.4 | . | 1 | i | 5 | 4 | -9
Cc1cc(C)c(NC(=O)COc2nncc3ccccc23)c(C)c1 | 0 | 0.7 | -0.9 | 0.2 | 1 | 0.4 | 7 | -1 | 8
Cc1ccc2nc(N(CCCN(C)C)C(=O)c3ccc(S(=O)(=O)N4CCCCCC4)cc3)sc2c1 | 5 | -1.4 | 0.6 | 1.5 | -4 | i | -1 | -7 | 23
O=C(Nc1cccc(C(=O)N2CCOCC2)c1)c1ncn[nH]1 | 2 | -0.1 | 1.0 | . | -9 | 1.6 | 7 | 9 | -4
CC(=O)Nc1cccc(OCCCOc2ccc([N+](=O)[O-])cc2)c1 | 14 | -7.8 | 8.3 | -0.8 | 0 | -0.9 | 13 | 7 | 3
CC(C)=C1C2CCC1C(C(=O)NCCc1ccccc1)C2C(=O)O (stereo unspecified) | 2 | -0.4 | -0.6 | . | 0 | -0.3 | 1 | 3 | 1
Cc1nc(N2CCN(c3ccccc3)CC2)[nH]c(=O)c1Cc1ccccc1 | 15 | 0.6 | -0.7 | . | 2 | . | 0 | -8 | 0
C=CCC[C@@H](Cc1ccc(F)cc1)C(=O)OC[C@@H](Cc1c[nH]c2ccccc12)NC(=O)[C@@H](CC=C)CC(=O)N[C@@H](CO)Cc1ccccc1 | -1 | -0.1 | -0.5 | 0.4 | . | i | 8 | 30 | -3
CN1C(=O)CC(N2CCN(c3ncccn3)CC2)C1=O (stereo unspecified) | -1 | -1.6 | -1.1 | . | -1 | -0.2 | -3 | 3 | 0
COc1ccc(N2C(=O)C3[C@@H](C2=O)C2(Cl)C(Cl)=C(Cl)C3(Cl)C2(OC)OC)cc1 (stereo partly specified) | -2 | -0.4 | 5.6 | . | 2 | -1.2 | -3 | 6 | 5
CCCNC(=O)c1cc(C2CCCN(C(=O)C3CCCCC3)C2)on1 (stereo unspecified) | 6 | -0.4 | . | 0.8 | . | i | 8 | -4 | .
COc1ccccc1CC(=O)NNC(=O)CN(C)S(=O)(=O)c1ccc(Cl)cc1 | -7 | -4.3 | . | 0.4 | . | i | 0 | -8 | 2
COC(=O)c1[nH]c2cccc(OC)c2c1NC(=O)CN1CCC(C(N)=O)(N2CCCCC2)CC1 | -5 | 0.3 | -1.7 | 0.7 | 0 | i | -4 | 7 | -3
COc1ccc(OCCSc2nnc(-c3ccc(OC)cc3)n2N)cc1 | -1 | -0.1 | 0.1 | . | 3 | -0.8 | 3 | 0 | -25
COc1ccc(CCn2c(C)cc(C(=O)CCl)c2C)cc1OC | -7 | -0.7 | 0.1 | 0.6 | 6 | i | -1 | 0 | 6

(cont.)
SMILES | Anthrax LF prot | BoNT A protease | PfHsp40 yeast | TcdB GH inh | SARS 3CLpro inh | Vc quorum ag | PrPC surface inh | Y pestis TopoI | PriA SSB inh
CC(=O)Nc1ccc(/C=N/NC(=O)c2cccs2)cc1 | -2 | 0.3 | -0.6 | 2.0 | -7 | i | -9 | 6 | .
CC(=O)c1sc2c(c1OC(=O)c1ccccc1)c(=O)n(-c1ccccc1)c(=S)n2-c1ccccc1 | 1 | -0.1 | 0.5 | -0.6 | . | 1.0 | 1 | 10 | -1
COc1ccc(-n2nc(C(=O)NCC(=O)NCCCN3CC(C)CC(C)C3)c3ccccc3c2=O)cc1 (stereo unspecified) | 0 | -1.0 | 2.3 | 0.5 | -1 | i | -7 | 3 | -5
O=C(Nc1ncccc1Cl)c1cccc(F)c1 | -1 | -2.6 | 0.0 | . | 4 | -0.2 | -1 | -1 | -14
O=C1C2=C(SCCS2)C(=O)N1c1ccccc1 | 0 | 4.5 | -0.9 | . | 1 | -0.1 | 1 | 4 | .
CCCN(CCc1ccccc1)C1CCc2c(O)cccc2C1 (stereo unspecified) | 11 | -0.2 | 2.9 | 0.9 | . | 0.1 | -7 | 2 | 7
CC(C)c1nc(-c2c(N)n(C)c(=O)n(C)c2=O)sc1C(=O)C(C)(C)C | -1 | -0.6 | 0.0 | . | -3 | 2.6 | -3 | 1 | 4
CN(C)[C@@H]1C(=O)C(C(N)=O)=C(O)[C@@]2(O)C(=O)C3=C(O)c4c(O)ccc(Cl)c4[C@@](C)(O)[C@H]3C[C@@H]12 | -5 | -0.5 | 1.3 | -0.7 | 0 | -0.2 | -7 | 0 | 0
CCCc1c(C)nc(N2CCN(c3ccccc3OC)CC2)[nH]c1=O | -8 | -2.8 | 0.4 | -0.6 | 1 | -0.7 | 10 | -1 | -5
CCCCCOC(=O)C1C(c2ccccc2)C(C(=O)O)C1c1ccccc1 (stereo unspecified) | 2 | -0.5 | -1.4 | -1.3 | 8 | 3.3 | 2 | 2 | -7

Source: PubChem
